# Screens (PubChem BioAssay)
# KCNK3 block = human KCNK3 channel inhibition, primary screen. O14649. CHO-KCNK3 thallium flux, FluxOR fluorescence; active compounds read low. B-score at 10 µM. 340,000 tested, 0.84% active;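 active means B-score under library mean minus 4 SD, starting fluorescence ratio at most library mean plus 5 SD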;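 further: more negative B-score means stronger inhibition of thallium flux through KCNK3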
# Target sequence (O14649 whole entry, looked up): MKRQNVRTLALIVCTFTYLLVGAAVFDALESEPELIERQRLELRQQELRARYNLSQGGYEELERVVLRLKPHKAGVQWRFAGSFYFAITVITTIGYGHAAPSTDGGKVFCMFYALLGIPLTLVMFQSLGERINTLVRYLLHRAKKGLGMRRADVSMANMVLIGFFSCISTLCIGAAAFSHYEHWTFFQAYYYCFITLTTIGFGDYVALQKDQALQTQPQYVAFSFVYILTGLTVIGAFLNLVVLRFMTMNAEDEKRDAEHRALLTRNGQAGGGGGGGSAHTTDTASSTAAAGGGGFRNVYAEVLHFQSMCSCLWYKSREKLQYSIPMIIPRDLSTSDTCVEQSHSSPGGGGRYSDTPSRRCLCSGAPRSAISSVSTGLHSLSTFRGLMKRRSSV
# KCNK9 block = blocks the human KCNK9 two-pore domain potassium channel; Q9NPC2; B-score at 10 µM; HEK293 KCNK9, FluxOR thallium flux fluorescence; active compounds read low; 310,000 tested, 1.2% active;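 active means ratio B-score over 3 SD below the library mean, with starting fluorescence within 5 SD of its mean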;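 further: negative B-score means less thallium flux so channel inhibition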
# Target sequence (Q9NPC2 whole entry, looked up, the tested form may be a part): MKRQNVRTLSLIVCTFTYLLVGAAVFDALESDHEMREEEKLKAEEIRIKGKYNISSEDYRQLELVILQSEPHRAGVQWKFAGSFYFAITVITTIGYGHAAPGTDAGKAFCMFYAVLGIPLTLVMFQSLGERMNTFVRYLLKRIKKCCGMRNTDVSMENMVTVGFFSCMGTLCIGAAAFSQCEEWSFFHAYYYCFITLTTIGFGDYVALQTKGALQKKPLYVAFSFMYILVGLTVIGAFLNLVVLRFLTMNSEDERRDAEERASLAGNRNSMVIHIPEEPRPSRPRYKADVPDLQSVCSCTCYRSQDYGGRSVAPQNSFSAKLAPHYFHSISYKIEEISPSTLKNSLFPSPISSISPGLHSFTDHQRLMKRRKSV
# KCNQ1 pot = human KCNQ1 channel potentiation or activation; B-score at 10 µM; AID 2648; 310,000 tested, 0.35% active; P51787; CHO-K1 KCNQ1, thallium flux FluxOR fluorescence; active compounds read high;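 active means fluorescence ratio B-score, a plate-corrected score, at least three library SD, with initial intensity B-score within 5 SD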
#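 assay system = KCNQ1-transfected CHO-K1 cells | medium = assay buffer with matched DMSO | probe or stimulus = depolarizing K+/Tl+ stimulus, K2SO4 and Tl2SO4 each 12.5 mM in 5x stock | dosing = single dose | incubation = dye 90 min, compound 20 min, room temperature | detection = kinetic FluxOR fluorescence, 10 s baseline plus 110 s post-stimulus | evaluation = ratio B score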
# KCNQ1 block = blocks the human KCNQ1 potassium channel; CHO-K1 KCNQ1, FluxOR thallium flux fluorescence; active compounds read high; P51787; 310,000 tested, 1.3% active; B-score at 10 µM;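 active means compounds whose thallium flux B-score, printed positive for inhibition, exceeds three library SD while starting fluorescence stays within three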;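 further: channel opened by potassium depolarization with thallium stimulus after 20 min compound exposure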
# TRPC4 block = TRPC4 (mouse) channel inhibition. 300,000 tested, 0.39% active. B-score at 10 µM. Q9QUQ5. AID 2247. HEK293 TRPC4beta/mu-opioid, DAMGO-evoked Fluo4 calcium flux; active compounds read low;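 active means B-score over 3 SD under the library average, no early fluorescence shift, positive overall ratio signal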
#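 Material: HEK293 cells with stable TRPC4beta plus mu-opioid receptor expression / Probe or stimulus: DAMGO in two steps, submaximal then maximal / Compound: single concentration per test compound / Technique: kinetic Fluo4 fluorescence imaging of calcium influx / Read-out: per-well B score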
# TRPC4 PAM = allosteric potentiators of mouse TRPC4 channel; Q9QUQ5; HEK293 TRPC4beta/mu-opioid, DAMGO EC20, Fluo-4 Ca2+ flux; active compounds read high; B-score at 10 µM; 310,000 tested, 0.42% active;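 active means B-score of calcium response area above 5 SD of library B-scores, with initial fluorescence ratio within 5 SD of library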;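 further: B-score of integrated fluorescence ratio over time as area under calcium response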
# PolyA inh = inhibitors of polyadenylation in S. cerevisiae; S. cerevisiae SKY197-pL101 polyadenylation reporter, beta-gal luminescence; efflux-impaired pdr1/pdr3 knockout yeast; score 100 = 6 SD above DMSO; calls only at 12 µM; 300,000 tested, 0.02% active;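 active means lowest replicate activity score at least 50, where 100 means six control SD above control mean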;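 further: yeast exposed to compound for 9 h at 30 °C; higher score means more reporter readthrough which indicates perturbed polyadenylation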
# TRPC4 act = TRPC4 (mouse) channel activation; 310,000 tested, 0.49% active; HEK293 TRPC4beta/mu-opioid, Fluo4 calcium fluorescence; active compounds read high; B-score at 10 µM; Q9QUQ5;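 active means B-score above 5 SD of library B-scores, and initial fluorescence ratio not above library mean plus 5 SD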;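 further: positive B-score marks a calcium rise read as TRPC4 activation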
#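 Incubation: 45 min room-temperature Fluo4 loading, 110 s read / System: HEK293 cells stably co-expressing mouse TRPC4beta and mu-opioid receptor / Signal: Fluo4 fluorescence, kinetic / Control set: buffer (low) and maximal DAMGO (high) / Measure: integrated baseline-normalised fluorescence ratio, converted to per-well B score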
# hERG protect = shields human hERG channel from block by proarrhythmic agents; activation (rescue from dofetilide block), less the hit threshold, % at 10 µM; CHO-hERG, FluxOR thallium flux, dofetilide IC70 present; Q12809; 310,000 tested, 0.51% active;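 active means activation above the mean of controls blocked by dofetilide plus 5 SD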;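 further: thallium influx through hERG after potassium depolarization seen as dye fluorescence rise; in these data hits start at about 4.7%; inactives centre near -7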
# DYRK1A inh = inhibitors of rat Dyrk1A kinase; Q63470; ADP-Glo luminescence, NFATc1 peptide; inhibition, % at 12.5 µM; 310,000 tested, 0.43% active; AID 504441; in the data active means inhibition above about 50%;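 further: plate controls were vehicle with enzyme for no effect and no enzyme for full effect; many of its hits are not listed in these tables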
# Platelet DG rel = platelet dense granule release activity; inhibition, %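 (compounds screened at 7.5 µM in platelet-rich plasma)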; 300,000 tested, 0.22% active; human platelet-rich plasma, SFLLRN dense granule ATP release, luminescence;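 active means mean replicate score, as percent of positive control, at or above 50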
# * = called active by the depositor; i = inactive; nt = no result given. This is a subset (hit frequency here may not be typical).
SMILES,KCNK3 block,KCNK9 block,KCNQ1 pot,KCNQ1 block,TRPC4 block,TRPC4 PAM,PolyA inh,TRPC4 act,hERG protect,DYRK1A inh,Platelet DG rel
CCOC(=O)c1cnc2nc(COc3ccccc3)[nH]n2c1=O,i,i,i,i,i,i,i,i,-16.8,6.5,-2.7
CNS(=O)(=O)c1cn(CC(=O)NCc2ccccc2OC)cc1S(=O)(=O)NC,i,i,i,i,i,i,i,i,-2.4,-0.7,3.7
COc1ccc(N2CCN(Cc3nc4scc(-c5ccccc5)c4c(=O)[nH]3)CC2)cc1,i,i,i,i,i,i,i,i,-5.3,-1.8,0.0
COc1ccc(NC(=O)C(NC(C)=O)C(=O)Nc2ccc(F)cc2)cc1 (centres undefined),i,i,i,i,i,i,i,i,-3.0,-1.5,-6.3
O=C(COc1ccc([N+](=O)[O-])cc1)Nc1ccc2c(c1)OCO2,i,i,i,i,i,i,i,i,-4.9,-3.5,15.3
Cc1ccc(OCC(=O)N2CCCCCC2)c(C)c1,i,i,i,i,i,i,i,i,-1.2,2.9,7.7
CCOc1ccc(N(CC(=O)N2CCCCCC2)S(C)(=O)=O)cc1,i,i,i,i,i,i,i,i,-6.8,-2.9,17.6
O=c1c2ccccc2nc2n1CCN2,i,i,i,i,i,i,i,i,-5.2,15.3,-4.5
O=C(NCCN1CCCC1)c1ccc2c(=O)n(CCc3ccccc3)c(=O)[nH]c2c1,i,i,i,i,i,12*,i,i,-20.6,1.7,-6.2
Cc1ccc(NC(=O)c2sc3ncnc(N4CCN(c5ccccn5)CC4)c3c2C)c(C)c1,i,i,i,i,i,i,i,i,-21.3,nt,1.5
CC(CN1CCN(C)CC1)OC(=O)c1cccc(F)c1 (centres undefined),i,i,i,i,i,i,i,i,-1.4,9.2,0.0
CCN1CCN(c2ncnc3sc(C)c(-c4ccccc4)c23)CC1,i,i,i,i,i,i,i,86*,-3.9,3.1,-1.0
Cc1ccc(C(=O)NNC(=O)CCCN2C(=O)/C(=C/c3ccccc3Cl)SC2=S)cc1,i,i,i,i,i,i,i,i,0.2,-3.5,12.2
C=CCc1ccc(OCC(O)CN2CCN(Cc3ccc(Cl)cc3)CC2)c(OC)c1 (centres undefined),i,i,i,i,i,10*,i,i,-15.1,-4.3,10.9
O=C(Nc1ccccc1)C1=C[C@@H](c2ccc(Br)cc2)C[C@@H](OCc2ccc(CO)cc2)O1,i,i,i,i,i,i,i,i,-13.5,-3.7,-1.8
CCNC(=O)C1CC(=O)N(Cc2ccc3c(c2)OCO3)C(=Nc2ccc(F)cc2)S1 (centres undefined),i,i,i,i,i,i,i,i,-4.4,-32.9,8.1
CSCCC(NC(=O)COc1ccccc1)C(=O)OCC(=O)c1ccccc1 (centres undefined),i,i,i,i,i,i,i,i,-19.6,5.5,5.3
COc1cccc(S(=O)(=O)N2CCN(c3ccccc3F)CC2)c1,i,i,i,i,i,i,i,i,-4.8,0.6,-3.3
NC(=O)C1(c2ccccc2)OC1c1ccccc1 (centres undefined),i,i,i,i,i,i,i,i,-8.4,-15.9,-3.5
CCOc1ccc(-n2c(SCC(=O)NC)nnc2-c2ccco2)cc1,i,i,i,i,i,i,i,i,-4.5,-2.6,0.6
Cc1cc(C)n2c(SCC(=O)Nc3ccccc3)nnc2n1,i,i,i,i,i,i,i,i,-10.0,-1.0,-0.8
OCCNCCCCOc1cccc(Br)c1,i,i,i,i,i,i,i,i,-7.8,-5.3,-2.2
Cc1ccc(S(=O)(=O)N2C(=O)CCC2C(N)=O)cc1 (centres undefined),i,i,i,i,i,i,i,i,-9.2,12.2,5.5
FC(F)(F)c1cnc(Nc2ccc(N3CCOCC3)cc2)c(Cl)c1,i,i,i,i,i,i,i,i,-12.9,-2.8,0.9
O=C(CCCc1ccccc1)NC12CC3CC(CC(C3)C1)C2,i,i,i,i,i,i,i,i,-16.5,14.4,-12.5
Cn1c(C(=O)O)c(CC(=O)Nc2ccc(F)cc2F)c2ccccc21,i,i,i,i,i,i,nt,i,-12.7,1.8,3.6
O=C(O)CN1CCN(Cc2ccc(F)cc2)C1=O,i,i,i,i,i,i,i,i,-1.3,6.4,0.0
Cc1cc(C)cc(-n2ccnc2SCC(=O)O)c1,i,i,i,i,i,i,i,i,-8.7,-2.7,6.9
O=C(NCCOc1ccccc1)c1cc(S(=O)(=O)N2CCOCC2)ccc1F,i,i,i,i,i,i,i,i,-8.3,-2.8,4.4
COc1cc(NS(=O)(=O)c2ccc(N/C=C(\C#N)c3nc4cc(Cl)ccc4o3)cc2)nc(OC)n1,i,i,i,i,i,i,i,i,-7.7,30.9,-4.7
COc1ccc(Cn2nc(C)n(N(C)c3ncc(C(F)(F)F)cc3Cl)c2=O)cc1,i,i,i,i,i,i,i,i,-4.5,-6.8,0.3
COc1ccc(NC(=O)CN(C)C(=O)c2ccc(N3CCOCC3)c([N+](=O)[O-])c2)cc1,i,i,i,i,i,i,i,i,-8.5,-3.8,4.0
CCOC(=O)c1sc(NC(=O)Cn2nnc3sc4c(c3c2=O)CCCC4)nc1C,i,i,i,i,i,i,i,i,-0.7,1.6,-0.9
COc1ccccc1NC(=S)N(Cc1ccc(Cl)cc1)CC1CCC(C(=O)O)CC1 (centres undefined),i,i,i,i,i,i,i,i,-22.9,0.3,-3.9
CC1CCCCC1NC(=O)COC(=O)c1ccccc1NC(=O)c1ccco1 (centres undefined),i,i,i,i,i,i,i,i,-16.1,-7.3,2.6
CN(C)/C=C/c1c(C#N)c(=O)ncn1Cc1ccccc1,i,i,i,i,i,i,i,i,-11.5,-0.4,5.8
COc1cc(OC)cc(-c2cc3nc(C4CCN(C(=O)OC(C)(C)C)CC4)cc(=O)n3[nH]2)c1,i,i,i,i,i,i,i,i,-5.6,-4.7,0.1
O=C(CCS(=O)(=O)c1ccccc1)Nc1nnc(-c2ccco2)o1,i,i,i,i,i,i,nt,i,-6.8,-1.5,11.4
O=[N+]([O-])c1cc(C(F)(F)F)ccc1NCCc1ccncc1,i,i,i,i,i,i,i,i,0.7,3.3,-6.4
COc1ccc(N(CC(=O)Nc2ccccc2C(=O)N2CCOCC2)S(=O)(=O)c2ccc(F)cc2)cc1,i,i,i,i,i,i,i,i,-5.4,-4.9,-5.2
COc1ccc(-c2csc(NC(=O)CCS(=O)(=O)c3ccccc3)n2)c(OC)c1,i,i,i,i,i,i,i,i,-13.0,9.2,-0.4
CCOC(=O)c1ccc[n+](C(C)C(=O)c2ccc(-c3ccccc3)cc2)c1 (centres undefined),i,i,i,i,i,i,i,i,-4.8,6.1,13.0
CCOC(=O)c1sc(NC(=O)/C=C/c2cnn(C)c2C)c(C(=O)OC(C)C)c1C,i,i,i,i,i,i,i,i,-9.9,-8.2,5.3
CC(=O)NC(C)C(=O)OCc1ccc(Cl)cc1Cl (centres undefined),i,i,i,i,i,i,i,i,-4.4,-3.9,1.7
CSCCC(NC(=O)c1ccccc1)c1nc(-c2ccccc2)no1 (centres undefined),nt,i,i,i,i,i,i,i,-8.1,nt,-4.7
O=C1CCCc2c1nn(-c1ccccc1)[n+]2[O-],i,i,i,i,i,i,i,i,-11.7,nt,-6.2
CCOC(=O)c1c(S(=O)(=O)NCC(=O)Nc2cccc(C)c2)c(C)n(C)c1C,i,i,i,i,i,i,i,i,-7.4,-3.9,-4.1
CCCS(=O)(=O)c1c(S(=O)(=O)CCC)c2c(N)cccn2c1C(=O)c1ccccc1,i,i,i,i,i,i,i,i,-14.0,0.8,-2.1
O=C(O)c1cccc(NC(=O)c2cn(-c3ccccc3)nc2-c2ccc([N+](=O)[O-])cc2)c1,i,i,i,i,i,i,i,i,-9.1,14.6,11.9
COc1ccc(OCCOC(=O)CNC(=O)c2ccc(C)cc2)cc1,i,i,i,i,i,i,i,i,-15.4,-1.3,-16.7
CC(C)(C)c1ccc(C(=O)NC(=S)NCc2ccco2)cc1,i,i,i,i,i,i,i,i,-12.8,-3.8,10.5
Cc1ccc(CNC(=O)c2cc(S(=O)(=O)N3CCOCC3)cn2C)cc1,i,i,i,i,i,i,i,i,-7.1,-2.1,-15.9
CCOc1ccc(N2CC(NS(=O)(=O)c3cccnc3)CC2=O)cc1 (centres undefined),i,i,i,i,i,i,i,i,-6.1,-0.1,10.7
O=C(N/N=C/c1ccco1)C1CC1(c1ccccc1)c1ccccc1 (centres undefined),i,i,i,i,i,i,i,i,-1.2,8.2,-63.8
O=C(O)C1Nc2c(O)cc(Cl)c([N+](=O)[O-])c2C2C=CCC12 (centres undefined),i,i,i,i,i,i,i,i,-6.0,12.3,-5.2
CC(CN1CCCCC1)NC(=O)c1cc(-c2ccccn2)nc2ccc(Cl)cc12 (centres undefined),i,i,i,i,i,i,i,i,-1.6,nt,1.9
CCCCN(C(=O)c1ccco1)c1nnc(-c2cc(OC)c(OC)c(OC)c2)s1,i,i,i,i,i,i,i,i,-8.0,-5.2,-2.1
CC(C)(C)NNC(=S)Nc1ccc(S(=O)(=O)N2CCOCC2)cc1,i,i,i,i,i,i,i,i,-9.2,1.5,-1.4
CC(C)(C)c1[nH]ncc1[N+](=O)[O-],i,i,i,i,i,i,i,i,-5.9,-4.2,-4.6
O=C1NCCCC1C(=O)Nc1ccccn1 (centres undefined),i,i,i,i,i,i,i,i,-11.4,-3.8,0.0
# Next structures.
SMILES,KCNK3 block,KCNK9 block,KCNQ1 pot,KCNQ1 block,TRPC4 block,TRPC4 PAM,PolyA inh,TRPC4 act,hERG protect,DYRK1A inh,Platelet DG rel
Cc1noc(C)c1CSCC(=O)Nc1cc(Cl)ccc1N1CCCCC1,i,i,i,8*,i,i,i,i,-12.9,13.6,-1.4
CC(=O)N/C(=C/c1ccc2c(c1)OCO2)C(=O)NCc1ccccc1,i,i,i,i,i,i,i,i,-10.2,-3.2,13.4
CCNC(=S)NCc1ccc(F)cc1,i,i,i,i,i,i,i,i,-5.1,0.2,-1.6
Brc1cc(/C=N/n2cnnc2)oc1Br,i,i,i,i,i,i,i,i,-10.3,-4.6,-2.1
CNC(=O)CSc1nnc(COc2ccc([N+](=O)[O-])cc2)n1C,i,i,i,i,i,i,i,i,-7.3,-3.0,10.9
Cc1ccc(NC(=O)CSCC(=O)N2c3ccccc3CCc3ccccc32)cc1,i,i,i,i,i,i,i,i,-7.0,1.9,-13.1
